Growth percent in the NCI-60 one-dose screen (48 h, 10 µM unless noted): 100 = growth as untreated, 0 = no growth, -100 = all killed.
EKVX – EKVX NSCLC | actives 3% (n = 71,000) | AID 1794765
SK-MEL-5 – SK-MEL-5 melanoma; actives 6.4% (n = 80,000); AID 1794755
CCRF-CEM – CCRF-CEM leukemia; actives 7% (n = 77,000); AID 1794778
HOP-62 – HOP-62 NSCLC; actives 3.9% (n = 80,000); AID 1794735
A549/ATCC – A549/ATCC NSCLC; actives 3.7% (n = 81,000); AID 1794740
SK-MEL-28 – SK-MEL-28 melanoma. actives 4.1% (n = 81,000)
HOP-92 – HOP-92 NSCLC cells; actives 6.3% (n = 71,000)
M14 – M14 melanoma | actives 6.2% (n = 80,000) | AID 1794745
An asterisk follows results filed as active; nt = not tested or not shown; & = joins results of further samples. Rule for the calls: active = growth percent below 10; inactive = the rest.

SMILES | EKVX | SK-MEL-5 | CCRF-CEM | HOP-62 | A549/ATCC | SK-MEL-28 | HOP-92 | M14
Cc1cccc(-c2nc(Nc3ccccc3S(N)(=O)=O)c3ccccc3n2)c1 | 102 | 104 | 89 | 103 | 83 | 115 | nt | 86
N=c1scc(-c2ccc(Cl)cc2)n1CC(=O)N1CCN(c2ccccc2)CC1 | nt | 92 | 96 | 109 | 85 | 99 | 76 | 100
O=C(O)C(=O)Cc1ccccc1 | nt | 100 | 98 | 99 | 98 | 110 | 103 | 104
CN(C)CC/C=C1/c2ccccc2COc2ccccc21 | 115&79 | 103&89 | 104&86 | 98&89 | 100 | 106&101 | 102&51 | 104&90
O=C1CSC(=S)N1 | nt | 88 | 110 | 97 | 101 | 119 | 98 | 107
COc1ccc(NC(=O)CSc2nc3ccccc3c(=O)n2CCc2ccccc2)cc1 | 75 | 87 | nt | 48 | 75 | 92 | nt | 75
CCN(CC)CCC(CNc1c(C)cnc2cc(Cl)ccc12)c1ccc(Cl)cc1 (stereo unspecified) | 71 | -94* | 42 | 66 | 65 | -89* | nt | -67*
COc1ccc(/C=C(\C#N)c2ccc([N+](=O)[O-])cc2)c2ccccc12 | 53 | 75 | 83 | 27 | 49 | 59 | 50 | 66
N#Cc1ccc(-c2ccc(N)c(NC(=O)N3Cc4cc(CN5CCCC5)cnc4C3)n2)cc1 | 85 | 97 | 94 | 89 | 99 | 98 | 91 | 98
COc1ccc(C=NNc2nc(SCC(=O)Nc3nc4ccc(C)cc4s3)nc(-c3ccccc3)c2C#N)cc1 | 95 | 93 | 103 | 88 | 98 | 111 | 103 | 92
O=c1c2sc3ncccc3c2nnn1-c1cccc(Cl)c1 | nt | 102 | 96 | 67 | 88 | 112 | 95 | 115
C/C(Cc1ccc(Cl)cc1)=C(\c1ccc(OCCN2CCOCC2)cc1)c1ccc(OC(=O)C2CCCCC2)cc1 | 92 | 90 | 96 | 97 | 87 | 101 | 79 | 86
CS(=O)(=O)Oc1ccc(NC(=O)C23CC4CC(CC(C4)C2)C3)cc1 | nt | 88 | 81 | 107 | 96 | 95 | nt | 89
CCOC(=O)c1c(C)oc2ncnc(N3CCN(CC(=O)Nc4ccc(C)cc4)CC3)c12 | 100 | nt | 90 | 93 | 98 | 116 | 100 | 106
Oc1ccc(Cl)cc1Sc1cc(Cl)ccc1O | 103 | -14* | 97 | 98 | 95 | 53 | 64 | 96
CN(C)CCCOc1ccc2c(c1)CN(C(=O)c1cc(C(=O)N3Cc4cccc(F)c4C3)ccc1O)C2 | 103 | 98 | 98 | 120 | 101 | 104 | nt | 106
COc1nc2ccc(OCc3ccccc3)cc2cc1-c1nc2c(cnn2-c2ccccc2)c(=O)[nH]1 | 110 | 107 | 104 | 107 | 101 | 103 | 100 | 106
NC1C2CN(c3cnc(C(=O)Nc4cc(F)cc5cccnc45)cn3)CC12 (stereo unspecified) | 94 | 97 | 60 | 92 | 97 | 93 | 75 | 103
CCn1cc(-c2ccnc(NCCNS(=O)(=O)c3ccccc3)c2)c(-c2cccc(OC)c2)n1 | 97 | 93 | 88 | 101 | 74 | 110 | 64 | 111
O=C(NCc1ccccc1)Nc1ncccc1OCc1cccc(Cl)c1 | 89 | 94 | 101 | 91 | 93 | 105 | 82 | 98
Cc1ncc(NS(=O)(=O)c2ccc(N)cc2)nc1C | 111 | 111 | 84 | 92 | 117 | 117 | nt | 96
NCCCNC1CCCCC1 | 101 | nt | 99 | 100 | 95 | 103 | 88 | 113
O=C1NC2CCCCC2C(=O)N1O (stereo unspecified) | 107 | 101 | 104 | 97 | 85 | 115 | 104 | 105
CCN(C(=O)c1cc2ccccc2[nH]1)[C@H]1CCC[C@@H](NCc2ccc(OC)cc2)C1 | nt | 91 | 102 | 86 | 99 | 98 | 81 | 98
Nn1c(NN=Cc2cc(-c3ccccc3)cs2)n[nH]c1=S | 69 | 94 | nt | 68 | 94 | 108 | 113 | 93
COC(=O)c1sc(-c2ccc(C)cc2)cc1O | 101 | 103 | 103 | 109 | 103 | 113 | 105 | 101
COc1ccc(C(=O)/C=C/Nc2cccc(S(N)(=O)=O)c2)cc1 | 104 | 99 | 105 | 112 | 101 | 110 | 109 | 107
COc1cc(-c2nc(N=Nc3c(O)[nH]c4ccc(Br)cc34)[nH]c(=O)c2C#N)cc(OC)c1OC | 100 | nt | 94 | 105 | 99 | 111 | 93 | 97
Cc1ccc(Cl)cc1N1C(=O)CC(Sc2ccccc2N)C1=O (stereo unspecified) | 104 | 110 | 94 | 94 | 89 | 93 | nt | 118
O=C(NCc1ccccc1)Nc1ccc2cc3ccc(NC(=O)NCc4ccccc4)cc3nc2c1 | 104 | 101 | 96 | 113 | 102 | 109 | 109 | 105
CC(=O)N1N=C(c2ccc3c(c2)OCO3)CC1c1sc(N(C)Cc2ccccc2)nc1Cl (stereo unspecified) | 92 | 97 | 102 | 85 | 87 | 106 | 90 | 100
CC1(C)c2ccccc2-c2nc3ccccc3cc2C1N1CCOCC1 (stereo unspecified) | 119 | 100 | 96 | 101 | 99 | 116 | nt | 97
Cc1ccc(S(=O)(=O)CC(=O)c2cc3ccccc3oc2=O)cc1 | 101 | 102 | 126 | 100 | 101 | 104 | 79 | 98
CCOC(=O)c1c(-c2ccc(O)cc2)c(C#N)c2c(C#N)c(N)nn2c1N | 72 | 53 | 36 | 67 | 81 | 69 | 42 | 45
COC(=O)c1nc(N)nc(C(=O)OC)c1C(=O)c1ccc(OC)cc1 | 59&101 | 57&104 | 40&104 | 62&115 | 54&102 | 69&116 | 63&106 | 49&108
COc1cc2cc(Sc3ccc(NC(=O)c4cccc(C(F)(F)F)c4)cc3)c(C)nc2cc1OC | 98 | 97 | 96 | 103 | 105 | 114 | nt | 101
Cc1c(Br)cccc1NC(=O)c1c(N)c2cc3c(nc2n1C)CCCC3 | 85 | 79 | 94 | 93 | 97 | 103 | 34 | 98
OCCNc1nc(Nc2ccc(Cl)c(Cl)c2)nc2ccccc12 | nt | 34 | 16 | 49 | 37 | 74 | 27 | 30
Cc1nn(-c2ccccc2)c(N2CCN(C)CC2)c1/C=N/N=c1\sc2ccccc2n1C | 83 | 72 | 21 | 81 | 58 | 73 | 21 | 72
CC1C(=O)OC(=O)N1c1ccccc1 (stereo unspecified) | 99 | 118 | 116 | 99 | 79 | 139 | nt | 94
C=CC(=O)N[C@H](Cc1ccc(-c2cc(Cl)cc(Cl)c2)cc1)[C@H](O)[C@@H](O)C(=O)OCC | 94 | 86 | 88 | 81 | 88 | 108 | 76 | 91
O=C(N/N=C/c1ccccc1O)c1ccccc1 | 22 | 13 | -28* | 39 | 39 | 73 | 7.8* | 26
COc1ccc(CCC(=O)c2ccccc2)cc1 | 95 | nt | 88 | 99 | 104 | 102 | 81 | 103
[O-][N+](=Nc1ccc(Sc2ccccc2)cc1)c1ccc(Sc2ccccc2)cc1 | nt | 84 | 89 | 96 | 93 | 96 | 84 | 96
COc1ccc(C(=O)/C=C/c2ccc3c(c2)OCO3)cc1S(=O)(=O)NNC(=O)c1ccncc1 | 95 | 100 | 94 | 101 | 98 | 108 | 108 | 105
N=C1C(c2nc(-c3ccc(F)cc3)cs2)=C(O)CN1CCCN1CCOCC1 | 102 | 103 | nt | 87 | 90 | 112 | 51 | 97
C#CC(C)(O)CC(C)C (stereo unspecified) | 107 | 100 | 109 | 96 | 113 | 113 | 79 | nt
CSc1nc(Nc2cccc(NC(=O)/C(C#N)=C/c3ccccc3)c2)c(C#N)c(-c2cccc([N+](=O)[O-])c2)n1 | 82 | 88 | 91 | 89 | 105 | 116 | 92 | 99
O=C(CSc1nnc(-c2ccc(NC(=O)c3cccnc3)cc2)o1)Nc1ccc(Cl)cc1 | 108 | 99 | 84 | 92 | 100 | 119 | 124 | 113
Cc1cc(SC#N)cc(C(C)(C)C)c1O | 102 | 101 | 86 | 100 | 82 | 105 | 82 | 90
CCOC(=O)c1cc2cccc(OC)c2oc1=O | 107 | 105 | 92 | nt | nt | 116 | nt | 99
O=C(NNC(=O)[C@@H]1C[C@H](C(=O)O)[C@@H]2CCC[C@@H]21)c1ccncc1 | 93 | 97 | 98 | 87 | 70 | 102 | 103 | 91
N#CC1=C(N)Oc2c(sc3c(Br)cccc23)C1c1ccc(F)cc1 (stereo unspecified) | 46 | 24 | 18 | 26 | 24 | 58 | 41 | 9.6*
CCCCOc1nc2c(C)cccc2cc1/C=C/c1cc(/C=C/c2cc3cccc(C)c3nc2OCCCC)n(-c2ccccc2)n1 | 102 | 104 | 96 | 93 | 87 | 131 | 108 | 107
COc1ccc(-c2[nH]ncc2CNc2ccc3ccccc3c2)cc1 | 75 | 97 | 95 | 86 | 82 | 105 | 98 | 102
O=S(=O)(Nc1ncccn1)c1ccc(N=Nc2ncccc2O)cc1 | nt | 100 | nt | 103 | 102 | 106 | nt | 102
OC(c1cc(C(F)(F)F)nc2c(Cl)cc(Cl)cc12)C1CCCCN1 (stereo unspecified) | 111 | 89 | 92 | 80 | 78 | 100 | 21 | 91
COc1ccc(OC)c(-c2nc(SCC(=O)c3ccc(-c4ccccc4)cc3)[nH]c(=O)c2C#N)c1 | 100 | 106 | 109 | 105 | 94 | 98 | 97 | 98
CC(=O)Nc1ccc(Oc2c(/C=N/N=c3\sc4ccccc4n3C)c(C)nn2-c2ccccc2)cc1 | 93 | 84 | 65 | 116 | 93 | 102 | 70 | 75
CC(=O)NC1=NC(=O)/C(=C/c2ccc(Cl)cc2Cl)N1C | 65 | 67 | 105 | 98 | 102 | 104 | 86 | 91
New compounds follow
SMILES | EKVX | SK-MEL-5 | CCRF-CEM | HOP-62 | A549/ATCC | SK-MEL-28 | HOP-92 | M14
CCOC(=O)c1ccc(N2C(=O)C(Cl)=C(Nc3cccc(C(F)(F)F)c3)C2=O)cc1 | 87 | 94 | 95 | 89 | 95 | 89 | 88 | 95
O=C(CCCCCCN1CC(=O)N2[C@@H](c3ccc(F)cc3)c3[nH]c4ccccc4c3C[C@H]2C1=O)NO | 95 | 89 | 44 | 87 | 100 | 81 | 36 | 82
CC(=O)c1ccc(NCn2nc(-c3ccc(Cl)cc3)oc2=S)cc1 | 103 | 104 | 103 | 70 | 79 | 96 | 104 | 104
NC(=O)NC(=O)N/N=C/c1ccc([N+](=O)[O-])o1 | 110 | 103 | 94 | 114 | 105 | 115 | nt | 100
Cn1cc2c(c1-c1ccccc1)CCc1cnc(=O)[nH]c1-2 | 104 | 105 | 104 | 109 | 110 | 132 | nt | 109
Nc1cc(Cl)c(F)cc1Cl | 110 | nt | 96 | 113 | 118 | 108 | 89 | 110
N#CCCN1CCSC1=S | nt | 104 | 96 | 89 | 108 | 107 | nt | 102
O=C(Nc1ccccc1)C1CN(Cc2ccc[nH]2)CCS1 (stereo unspecified) | 96 | 98 | 91 | 88 | 86 | 99 | 89 | 98
CCCCCCCCCCCCCCCC(=O)OCC(O)C1OC(=O)C(O)=C1O (stereo unspecified) | 116 | 97 | 113 | 100 | 81 | 102 | 109 | 108
Cc1c(/C=C2\SC(=S)N(Cc3ccco3)C2=O)c2ccccc2n1C | 85 | 97 | 89 | 85 | 95 | 96 | 82 | 99
Nc1nc(CC(=O)NCCc2ccccc2)nn1C(=O)c1ccc(Cl)cc1 | 112 | 107 | 114 | 108 | 104 | 106 | 113 | 101
COc1ccc(C(=O)/C=C/c2ccccc2Cl)cc1S(N)(=O)=O | 97 | nt | 111 | 124 | 112 | 103 | 102 | 109
C1=NCCc2ccccc21 | nt | 95 | 97 | 89 | 99 | 110 | 92 | 94
CCCCN(CCCC)CCNc1ccc(C)c2sc3ccc(Cl)cc3c(=O)c12 | 91 | 90 | 93 | 100 | 91 | 97 | 82 | 100
CN1/C(=C\C(I)C(I)C2=[N+](C)c3ccccc3C2(C)C)C(C)(C)c2ccccc21 (stereo unspecified) | 7.2* | -97* | 12 | 5.1* | 11 | 29 | -26* | 20
CSc1nc(N)c(N)c(N)n1 | 105 | 101 | 65 | 93 | 95 | 113 | 87 | 102
Oc1ccc2ncccc2c1 | 100 | 96 | 71 | 92 | 79 | 122 | nt | nt
O=C1Nc2ccccc2CCc2ccccc21 | 113 | 109 | 89 | 110 | 99 | 117 | 103 | 103
O=C(Nc1ccc(Oc2ccc(Cl)cc2)c(Cl)c1)c1cc(I)cc(I)c1O | 75 | 93 | nt | 106 | 89 | 94 | 31 | 102

Screening results: PubChem, NCI

Outcome played no part in choosing rows; about 12% have a hit in one of these screens.
